Eya2 inh: blocks the phosphatase activity of human Eya2. O00167. recombinant Eya2, OMFP fluorescence dephosphorylation (OMFP is methylfluorescein phosphate). Potency, µM (titrated, usually from 76.9 µM), for inactives: top-dose activity, negative = inhibition, hits mostly inhibitors. hit rate 0.006% among 330,000; further: potency means the concentration at half of the fitted maximal effect; on the % scale 0 is the no-effect control and ±100 the full control effect
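Eya2 protein (added as 0.2 uM solution) was preincubated with compound for 10 min at ambient temperature in 50 mM HEPES pH 7.5, 50 mM NaCl, 5 uM MgCl2, 0.05% BSA, 1 mM DTT. OMFP (added at 50 uM) then reacted 10 min; fluorescence read at 485/525 nm.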
TRPV1 agonist: agonists of human vanilloid receptor 1 (TRPV1); TRPV1-expressing cells, Fluo-8 calcium influx, agonist mode; activation, % at 8.33 µM; hit rate 0.19% among 320,000; AID 540275; in the data active means activation above about 80%; inconclusive means between about 30% and that limit; further: 0% is about no effect
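Fluo-8 calcium influx in TRPV1-expressing cells, kinetic read (ex 480/em 520 nm). Compound added and read 3 min for agonist activity, followed by capsaicin at EC20 final and 2 min further read for enhancement.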
ASM inhibitor: blocks human secretory acid sphingomyelinase; hit rate 0.006% among 340,000; P17405; placental ASM, HMU-PC fluorogenic substrate, 60 min; Potency, µM (highest dose often 57.5 µM), without a hit: at the highest dose activity change, negative = inhibition, most hits filed as inhibitors; further: potency means the concentration at half of the fitted maximal effect
Target sequence (P17405 47-631 limits assumed): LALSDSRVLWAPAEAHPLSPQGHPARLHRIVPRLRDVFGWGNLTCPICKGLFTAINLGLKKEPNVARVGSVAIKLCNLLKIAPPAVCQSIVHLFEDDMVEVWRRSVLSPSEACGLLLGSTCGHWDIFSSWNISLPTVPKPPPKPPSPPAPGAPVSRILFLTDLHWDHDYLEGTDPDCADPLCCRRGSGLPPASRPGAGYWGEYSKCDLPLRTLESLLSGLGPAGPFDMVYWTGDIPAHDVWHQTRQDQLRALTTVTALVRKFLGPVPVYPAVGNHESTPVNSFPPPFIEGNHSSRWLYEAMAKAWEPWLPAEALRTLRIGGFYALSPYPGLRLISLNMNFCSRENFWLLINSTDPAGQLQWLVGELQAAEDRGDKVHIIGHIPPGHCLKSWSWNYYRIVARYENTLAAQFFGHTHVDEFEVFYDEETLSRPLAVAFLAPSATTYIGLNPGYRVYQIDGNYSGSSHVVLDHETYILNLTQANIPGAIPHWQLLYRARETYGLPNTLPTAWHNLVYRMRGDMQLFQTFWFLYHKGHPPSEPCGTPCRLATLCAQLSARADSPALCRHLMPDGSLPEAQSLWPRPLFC
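Human placenta-derived ASM preincubated with compound 10 min at room temperature, then reacted with 9 uM (final) fluorogenic HMU-PC substrate for 60 min at 37 C. Stop solution raises pH to 10; fluorescence read at Ex 386/Em 447 nm.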
BRCA1 expr act: increases BRCA1 expression. MCF7-BRCA1-FFLuc reporter, luminescence, 48 h; response scale: scaled: vehicle 0%, 10 µM genistein 100%. Potency, µM (series often up to 46.1 µM), without a hit: top-dose activation, actives largely listed as activators. hit rate 1.1% among 380,000. AID 624202; further: potency means the concentration at half of the fitted maximal effect; nearly all actives have a fitted effect of over 80% in size; some results filed as inactive show a strong effect at the top dose
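Luminescence from a BRCA1-driven firefly luciferase in MCF7 cells was read after 48 h compound exposure at 37 C. Data normalized against DMSO and a 10microM genistein activation control, then curve-fitted across the titration.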
USP2a inh: USP2a (human) protease inhibition. O75604. USP2 core, Ub-CHOP2 coupled fluorogenic reporter, 485/531. Potency, µM (highest dose often 38.3 µM), for the others: at the highest dose activity change, negative = inhibition, hits mostly inhibitors. hit rate 0.01% among 330,000;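 further: potency means the concentration at half of the fitted maximal effect; plate controls were DMSO wells for no effect and full inhibition by NEM control for full effect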
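USP2 core (10nM final) preincubated 30min RT with compound in 20mM Tris-HCl pH 8.0, 2mM CaCl2, 2mM beta-mercaptoethanol, 0.05% CHAPS; 25nM Ub-CHOP2 plus 25nM reporter substrate added, fluorescence (Ex485/Em531) read after 60min.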
B2AR arrestin: agonists driving beta-arrestin recruitment to human beta2-adrenergic receptor | beta-arrestin recruitment to beta2AR, cell-based reporter | Potency, µM (top dose mostly 46.1 µM), for the others: at the highest dose activation, hits mostly activators | hit rate 0.02% among 330,000 | AID 492947;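 further: potency means the concentration at half of the fitted maximal effect; 0% = DMSO controls and full agonism = EC100 isoproterenol or metaproterenol; nearly all actives have a fitted effect of over 65% in size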
Integrin act MD: integrin-mediated muscular dystrophy alleviation activation; alpha7betagal myoblasts, beta-gal FDG fluorescence, 48 h; Potency, µM (series often up to 38.3 µM), without a hit: at the top dose activation, hits mostly activators; hit rate 0.064% among 350,000;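 further: potency means the concentration at half of the fitted maximal effect; 100% = response of the positive control SU9516; nearly all actives have a fitted effect of over 60% in size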
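Alpha7betagal+/- myoblasts (passage 13) were plated 16-24 hr, then exposed to compounds (1:260 dilution of DMSO stock) for 48 hours at 37C. After MPER lysis, β-galactosidase reporter activity was read as FDG fluorescence (ex 480/em 540) after 30 minutes.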
uPA generation: blocks generation of uPA at the cell surface; cell surface uPA generation assay, qHTS; Potency, µM (highest dose often 38.3 µM), inactives show top-dose activity change, negative = inhibition, hits mostly inhibitors; hit rate 0.31% among 330,000; active means well fitted inhibition curve with a large enough effect; inconclusive means small, poorly fitted or top-dose-only effect; inactive means no such curve, though single readings can be large or run the other way; tested in mouse RAW 264.7 cells; further: potency means the concentration at half of the fitted maximal effect; on the % scale 0 is the no-effect control and ±100 the full control effect; nearly all actives have a fitted effect of over 55% in size
PTAP TSG101 blk: blocks PTAP/TSG101 interaction to inhibit HIV-1 budding. Q99816. Fluorescence polarization, FITC-PTAP peptide / Tsg101 binding. Potency, µM (top dose mostly 115 µM), without a hit: top-dose activity change, negative = inhibition, usual class: inhibitors. 340,000 tested, under 10 active. AID 493005; active means well fitted inhibition curve with a large enough effect in the main read-out, with a control signal flat, not every such curve was filed as active; inconclusive means small, poorly fitted or top-dose-only effect, or effect the other way, or a change in a side signal; inactive means no such curve, though single readings can be large or run the other way; further: potency means the concentration at half of the fitted maximal effect; % of control where 0% means no effect
Target sequence (Q99816 whole entry, looked up): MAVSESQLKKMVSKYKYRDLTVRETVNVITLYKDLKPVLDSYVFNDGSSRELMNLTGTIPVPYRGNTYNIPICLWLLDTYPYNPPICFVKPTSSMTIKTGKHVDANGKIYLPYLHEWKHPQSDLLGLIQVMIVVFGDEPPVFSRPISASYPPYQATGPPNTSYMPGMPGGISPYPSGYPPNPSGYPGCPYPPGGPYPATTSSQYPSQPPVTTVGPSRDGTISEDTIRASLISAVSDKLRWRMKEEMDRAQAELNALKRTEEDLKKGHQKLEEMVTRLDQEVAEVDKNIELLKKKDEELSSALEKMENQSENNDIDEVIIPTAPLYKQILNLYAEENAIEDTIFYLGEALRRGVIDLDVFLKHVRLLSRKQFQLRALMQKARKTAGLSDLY
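Fluorescence polarization binding of Tsg101 binding domain (10 uM final) to FITC-labeled PTAP peptide (50 nM final) in HEPES pH 7.5 buffer with NaCl, Tween 20, EDTA, TCEP. Compounds added before peptide; binding 20 min at RT.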
p53 reactivation: mutant p53 re-activation in reporter cells. Potency, µM (titrated, usually from 92.2 µM), without a hit: at the highest dose activity change, positive = activation, usual class: activators. H1299 p53-A138V BP100-luciferase reporter, luminescence, 24 h. AID 504706. hit rate 0.063% among 320,000; further: potency means the concentration at half of the fitted maximal effect; % of control where 0% means no effect; nearly all actives have a fitted effect of over 45% in size
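p53-null H1299 cells stably carrying temperature-sensitive p53-A138V and a BP100-luciferase reporter were pinned with compounds (4-point, 1:5 series) and held 24 hrs at 37 deg C. Luminescence was read 10 min after detection reagent.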
ELG1 genotoxic: inducers of genotoxicity in HEK293T ELG1-luciferase cells. AID 504466. hit rate 1.3% among 330,000. HEK293T ELG1-luciferase reporter, luminescence, 16 h. Potency, µM (titrated, usually from 46 µM), for the others: top-dose activity change, positive = activation, actives largely listed as activators; further: potency means the concentration at half of the fitted maximal effect; % of control where 0% means no effect; nearly all actives have a fitted effect of over 60% in size
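Luminescence read-out: rising ELG1-luciferase signal, reflecting elevated ELG1 protein under genetic stress, flags genotoxic compounds. Cells were treated for 16 hr at 37 °C before ONE-Glo detection.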
An asterisk follows results filed as active; ? = inconclusive; . = no result given; [ ] = remark or other dose. Unless noted, the call rests on the fitted dose curve; in most records, active means well fitted curve in the direction sought with a large enough effect; inconclusive means small, poorly fitted or top-dose-only effect, or another doubt; inactive means no such curve, though single readings can be large; an effect the other way counts as inactive or inconclusive.

| item | SMILES | Eya2 inh | TRPV1 agonist | ASM inhibitor | BRCA1 expr act | USP2a inh | B2AR arrestin |
| --- | --- | --- | --- | --- | --- | --- | --- |
| 1 | O=C(c1ccc(Cn2c(=S)[nH]c3ccc(N4CCOCC4)cc3c2=O)cc1)N1CCN(c2ccc(F)cc2)CC1 | -3% | 1 | 76%[activator] | 43% | 3% | 0.9% |
| 2 | Cc1ccccc1-c1nc(CS(=O)CC(=O)NC2CC2)c(C)o1 (stereo unspecified) | 9% | 3 | -1% | 2% | 1% | 0.3% |
| 3 | Cc1nc(N2CCN(Cc3ccc4c(c3)OCO4)CC2)c2cc(-c3ccccc3)sc2n1 | -5% | 3 | -19% | 9% | -5% | -0.1% |
| 4 | C#CCOCCOCCOCCNc1nc(N2CCN(C(=O)C(Cc3ccc(O)cc3)n3cc(C(N)C(C)CC)nn3)CC2)nc(N2CCN(C(=O)C(Cc3ccc(O)cc3)n3cc(C(N)C(C)CC)nn3)CC2)n1 (stereo unspecified) | 8% | 2 | 6% | 18% | 2% | 3.7% |
| 5 | Cc1cccc(NC(=O)Nc2ccc(Cl)cc2)n1 | -13% | -3 | -1% | ? | 0% | 0.4% |
| 6 | CCOC(=O)c1c(NC(=O)OC)sc2c1CCC2 | -42% | -2 | -7% | -5% | 1% | -1.7% |
| 7 | O=C(Nc1cccnc1Cl)c1cc(-c2ccc(Cl)cc2)on1 | 1% | -1 | 4% | -22% | 1% | -0.3% |
| 8 | Cc1cccc(OC2(c3ccccc3)OC(=O)c3ccccc32)c1C (stereo unspecified) | 7% | ? | -2% | 1% | 0% | -0.5% |
| 9 | COc1ccccc1NC(=O)CCN1CCN(c2ccc(Cl)cc2)CC1 | -7% | 6 | 0% | -2% | -9% | -0.3% |
| 10 | O=C(NCCN1CCCC1)c1cc(-c2ccncc2)nc2ccc(S(=O)(=O)N3CCOCC3)cc12 | 7% | -1 | -1% | 12% | 3% | 0.4% |
| 11 | CCOC(=O)CCCNC(=O)CN1C(=O)NC(c2ccccc2)(c2ccccc2)C1=O | -15% | 0 | 2% | -5% | 1% | -0.4% |
| 12 | N#Cc1c(NC(=O)CSc2ncn[nH]2)sc2c1CCCC2 | -16% | 5 | 3% | -92%[inhibitor] | -1% | -0.2% |

| item | Integrin act MD | uPA generation | PTAP TSG101 blk | p53 reactivation | ELG1 genotoxic |
| --- | --- | --- | --- | --- | --- |
| 1 | -33% | -6% | -3% | 8% | 0% |
| 2 | -17% | -15% | 1% | 1% | 1% |
| 3 | -13% | -6% | 1% | 7% | -3% |
| 4 | -1% | 18% | . | -1% | 5% |
| 5 | -5% | 2% | 1% | 4% | 16% |
| 6 | -12% | 1% | -3% | -3% | 0% |
| 7 | -15% | 3% | -12% | -3% | 5% |
| 8 | -15% | -10% | . | 4% | -3% |
| 9 | 18% | 4% | -6% | -6% | -7% |
| 10 | -9% | -3% | 0% | -6% | 0% |
| 11 | -28% | -5% | -8% | -1% | 2% |
| 12 | -35% | -7% | 2% | -5% | 1% |

Sorted by the number under USP2a inh (smallest number first): some entries from above.
| nr | SMILES | USP2a inh |
| --- | --- | --- |
| 9 | COc1ccccc1NC(=O)CCN1CCN(c2ccc(Cl)cc2)CC1 | -9% |
| 3 | Cc1nc(N2CCN(Cc3ccc4c(c3)OCO4)CC2)c2cc(-c3ccccc3)sc2n1 | -5% |
| 6 | CCOC(=O)c1c(NC(=O)OC)sc2c1CCC2 | 1% |

The list goes on.
| item | SMILES | Eya2 inh | TRPV1 agonist | ASM inhibitor | BRCA1 expr act | USP2a inh | B2AR arrestin |
| --- | --- | --- | --- | --- | --- | --- | --- |
| 13 | O=C(/C=C/C=C/c1ccccc1)CC1(O)C(=O)N(CCc2ccccc2)c2ccccc21 (stereo unspecified) | -7% | -6 | -17% | -56% | 0% | 0.4% |
| 14 | COc1ccc(N(C(=O)c2ccco2)C(C(=O)NC2CCCC2)c2cccnc2)c(OC)c1 (stereo unspecified) | 1% | -1 | 20% | -24% | -1% | -0.4% |
| 15 | C#CCOCCOCCOCCNc1nc(N2CCN(C(=O)C([C@@H](C)CC)n3cc(C(N)COC(=O)C(F)(F)F)nn3)CC2)nc(N2CCN(C(=O)[C@H](Cc3ccc(O)cc3)n3cc(C(N)[C@H](C)CC)nn3)CC2)n1 (stereo partly specified) | . | . | 5% | -17% | . | . |
| 16 | CCN(CC)c1ccc(NC(=O)CN2CCN(CC(=O)Nc3ccc(OC)cc3)CC2)cc1 | -1% | 1 | 1% | -18% | 0% | 0.0% |
| 17 | COc1cc(OC)c(S(=O)(=O)Nc2ccc(C(=O)O)cc2)cc1S(=O)(=O)Nc1ccc(C(=O)O)cc1 | 5% | 0 | 0% | -18% | 0% | -0.1% |
| 18 | COc1ccccc1C1C(C#N)=C(N)Oc2c1c(-c1ccccc1)nn2-c1ccccc1 (stereo unspecified) | 1% | 1 | -14% | -44% | 0% | -0.4% |
| 19 | CC(NC(=O)c1ccccc1)C(=O)N/N=C/c1ccccc1 (stereo unspecified) | 8% | 0 | 5% | -6% | 10% | 0.0% |
| 20 | COc1ccc(/C=C2\CCCC3C2=NN(C(=O)CSc2ncn[nH]2)C3c2ccc(OC)cc2)cc1 (stereo unspecified) | -3% | 0 | -17% | -60% | -24% | 14% |
| 21 | C#CCSc1cc(C(F)(F)F)nc(-c2ccccn2)n1 | 1% | 6 | -1% | -9% | 0% | -0.2% |
| 22 | COc1ccc(NC(=O)OC(C)C)cc1 | 8% | 1 | 1% | ? | 3% | 0.2% |
| 23 | CCOC(=O)c1c(C)[nH]c(C(=O)OCC(=O)NCc2ccc(F)cc2)c1C | -8% | 22 | 2% | -21% | 1% | -2.3% |
| 24 | CCN(CC)S(=O)(=O)c1cc(NS(=O)(=O)c2cccc(Cl)c2Cl)ccc1C | 1% | 1 | -12% | -19% | 3% | 0.1% |
| 25 | Cc1nc(NCC2CCCO2)nc2c1C(=O)CC(C)(C)C2 (stereo unspecified) | 20% | 3 | 2% | 6% | 1% | -0.2% |
| 26 | Cc1nn(C(=O)c2ccco2)c(C)c1CN1C(=O)c2ccccc2C1=O | -3% | 3 | 1% | 5% | 0% | 0.0% |
| 27 | Cc1ccc(-c2nsc(SCC(=O)Nc3ccc4c(c3)OCO4)n2)cc1 | -2% | 13 | -13% | 9% | 11% | -0.7% |

| item | Integrin act MD | uPA generation | PTAP TSG101 blk | p53 reactivation | ELG1 genotoxic |
| --- | --- | --- | --- | --- | --- |
| 13 | -24% | -13% | 0% | ? | -10% |
| 14 | -22% | -1% | 0% | -4% | -5% |
| 15 | 5% | 25% | -5% | . | . |
| 16 | -12% | 17% | 0% | 1% | 2% |
| 17 | 2% | -2% | -3% | 4% | -4% |
| 18 | 3% | 1% | -1% | 7% | 0% |
| 19 | 13% | 2% | 1% | 1% | 4% |
| 20 | -1% | -7% | 1% | -8% | -8% |
| 21 | 1% | 0% | -4% | -1% | -9% |
| 22 | 0% | -6% | -2% | 9% | ? |
| 23 | -22% | 5% | 1% | 17% | ? |
| 24 | 15% | 4% | 1% | 16% | -7% |
| 25 | 2% | . | -4% | 10% | -1% |
| 26 | 0% | 9% | -3% | -2% | 7% |
| 27 | 23% | -1% | -1% | ? | 7% |

One compound at a time, as listed above. Values in the order: Eya2 inh	TRPV1 agonist	ASM inhibitor	BRCA1 expr act	USP2a inh	B2AR arrestin	Integrin act MD	uPA generation	PTAP TSG101 blk	p53 reactivation	ELG1 genotoxic
Profile of Cc1cccc(OC2(c3ccccc3)OC(=O)c3ccccc32)c1C (stereo unspecified) : 7%	?	-2%	1%	0%	-0.5%	-15%	-10%	.	4%	-3%
Profile of O=C(/C=C/C=C/c1ccccc1)CC1(O)C(=O)N(CCc2ccccc2)c2ccccc21 (stereo unspecified) : -7%	-6	-17%	-56%	0%	0.4%	-24%	-13%	0%	?	-10%
